Assay outcomes as filed in PubChem BioAssay.
Keap1-Nrf2 PPI: disrupts human Keap1 binding to Nrf2 peptide. Q14145. 340,000 tested, 0.15% active. inhibition, % at 9.4 µM. Keap1 Kelch-Nrf2 peptide fluorescence polarization, 1536-well; in the data active means inhibition above about 12%;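 further: human Keap1 Kelch domain with fluorescein labeled Nrf2 9mer peptide probe; 0% = neutral control wells and 100% = peptide positive control; higher means more block of Keap1 binding to Nrf2 peptide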
DAGLB inhibitor: diacylglycerol lipase beta (human) inhibition; Q8NCG7; HEK293T DAGLB membrane lysate, EnzChek fluorogenic substrate; inhibition, % at 5.17 µM; 340,000 tested, 0.059% active; AID 504411; in the data active means inhibition above about 34%;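 further: 0% = enzyme with vehicle and 100% = wells lacking enzyme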
Arrestin-AP2 inh: blocks beta-arrestin peptide binding to AP2 adaptin; FITC-arrestin peptide / GST-AP2 beads, flow cytometry; AP2 beta2 appendage carries R879A mutation; inhibition, % at 10 µM; 340,000 tested, 0.31% active;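 active means inhibition above a set limit, near 3 SD of compounds lacking own fluorescence, cut at about 54% in these data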;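 further: plate controls were DMSO wells for no effect and 5 µM unlabelled arrestin peptide for full effect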
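System: GST-AP2 R879A bound to glutathione beads, E. coli-expressed. Also added: 50 nM FITC-arrestin peptide. Schedule: compound with beads 12 min RT, then probe 1 h RT. Signal: bead flow cytometry, FITC channel. Read-out basis: percent response.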
PKA-R2B activ: activates the human PKA-R2B holoenzyme complex | P22694+P31323 | PKA-R2B holoenzyme dissociation, Cy5-IP20 fluorescence polarization; R2B truncated from residue 108, S112A mutant; 0% DMSO only, 100% 113 µM cGMP | activation, % at 11.4 µM | 340,000 tested, 0.079% active | AID 504700;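 active means activation above a cutoff set at the mean over all compounds plus 3 SD, cut at about 18% in these data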;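 further: higher means more holoenzyme dissociation and a rise in polarization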
SR-BI uptake up: SR-BI HDL lipid transfer activation | CHO ldlA[mSR-BI] cells, DiI-HDL uptake fluorescence, 3 h; 100 = double the neutral-control signal | 320,000 tested, 0.096% active | activation, % at 12.5 µM;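 active means mean replicate activation of at least 60% and every replicate at or above 60%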;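 further: 0% = median plate neutral-control signal and 100% = twice that signal; values of inactives mirror those of a sister screen read the other way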
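Test system: SR-BI-overexpressing, LDLR-lacking CHO cells; Medium: Ham's F12 with 0.5% BSA, HEPES 25 mM, pH 7.4; Schedule: 3 h, 37 °C; Technique: bottom-read fluorescence, 550/595 nm.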
C-LANA FP: blocks KSHV LANA C-terminal domain binding to DNA. 340,000 tested, 0.078% active. AID 504423. MBP-C-LANA/FAM-LBS DNA binding, fluorescence polarization. inhibition, % at 9 µM;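 active means highest replicate inhibition at or above 60% at 9 µM, even if other replicates fall short; inactive means all replicates below 60% inhibition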;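 further: 0% = neutral control wells and 100% = 4 µM acridine orange control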
SR-BI HDL uptake: blocks mouse SR-BI lipid uptake from DiI-HDL | Q61009 | ldlA[mSR-BI] CHO cells, DiI-HDL uptake fluorescence, 3 h | inhibition, % at 12.5 µM | 320,000 tested, 0.96% active | AID 488896;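 active means mean replicate inhibition of at least 70% and a set share of replicates each scoring 70 or more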;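 further: 0% = median of neutral control wells and 100% = median of positive control wells; values of inactives mirror those of a sister screen read the other way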
Cardiac RTF inh: cardiac RTF calcium desensitization. 340,000 tested, 0.12% active. AID 493244. P19429+P45379. inhibition, % at 7.15 µM. IANBD-labeled cardiac RTF, Ca2+ fluorescence;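 active means inhibition above the mean inhibition of all tested compounds plus 3 SD, cut at about 17% in these data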;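 further: assay run at fixed EC70 calcium of 1.6 mM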
NSD2 inh: blocks human histone methyltransferase NSD2; NSD2 peptide methylation, AlphaScreen, 120 min; AID 743445; inhibition, % at 12.5 µM; 310,000 tested, 0.54% active; in the data active means inhibition above about 50%
Target sequence (O96028 whole entry, looked up): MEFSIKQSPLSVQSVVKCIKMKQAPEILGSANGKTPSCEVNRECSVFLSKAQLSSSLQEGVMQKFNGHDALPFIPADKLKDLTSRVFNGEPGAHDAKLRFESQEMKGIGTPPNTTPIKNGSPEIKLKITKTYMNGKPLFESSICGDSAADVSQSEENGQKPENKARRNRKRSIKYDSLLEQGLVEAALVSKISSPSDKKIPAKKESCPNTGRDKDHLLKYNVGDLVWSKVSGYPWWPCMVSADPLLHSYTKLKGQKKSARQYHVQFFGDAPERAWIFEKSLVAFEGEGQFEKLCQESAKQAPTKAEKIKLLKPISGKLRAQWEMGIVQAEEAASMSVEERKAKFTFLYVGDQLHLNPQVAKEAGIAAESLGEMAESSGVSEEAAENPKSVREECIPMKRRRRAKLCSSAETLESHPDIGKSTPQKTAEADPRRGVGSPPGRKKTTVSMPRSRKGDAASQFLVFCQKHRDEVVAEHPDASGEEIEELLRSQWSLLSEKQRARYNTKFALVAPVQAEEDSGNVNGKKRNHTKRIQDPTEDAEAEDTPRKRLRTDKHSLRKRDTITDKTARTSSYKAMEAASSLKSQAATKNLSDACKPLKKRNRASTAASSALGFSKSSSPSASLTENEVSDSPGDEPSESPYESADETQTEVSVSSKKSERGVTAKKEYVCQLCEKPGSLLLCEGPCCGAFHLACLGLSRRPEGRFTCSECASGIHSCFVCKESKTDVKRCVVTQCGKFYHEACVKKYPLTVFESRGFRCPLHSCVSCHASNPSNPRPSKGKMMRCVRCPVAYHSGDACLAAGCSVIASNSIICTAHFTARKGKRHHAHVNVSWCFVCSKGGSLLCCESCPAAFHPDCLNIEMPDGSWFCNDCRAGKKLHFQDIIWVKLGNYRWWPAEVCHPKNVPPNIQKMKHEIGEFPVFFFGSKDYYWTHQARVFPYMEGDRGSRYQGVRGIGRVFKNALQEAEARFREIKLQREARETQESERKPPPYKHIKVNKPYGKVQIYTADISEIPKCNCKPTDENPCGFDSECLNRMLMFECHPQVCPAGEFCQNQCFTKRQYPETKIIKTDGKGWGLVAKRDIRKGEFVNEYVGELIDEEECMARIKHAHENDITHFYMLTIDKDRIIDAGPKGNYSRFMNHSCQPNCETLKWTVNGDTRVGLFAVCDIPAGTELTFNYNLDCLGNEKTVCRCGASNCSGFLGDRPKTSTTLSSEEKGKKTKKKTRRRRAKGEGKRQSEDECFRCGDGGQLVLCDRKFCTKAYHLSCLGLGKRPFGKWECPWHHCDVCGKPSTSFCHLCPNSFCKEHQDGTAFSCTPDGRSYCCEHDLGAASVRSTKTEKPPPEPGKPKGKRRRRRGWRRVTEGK
PvdQ inh: P. aeruginosa PvdQ acylase inhibition; purified PvdQ acylase, fluorescence plate reader; inhibition, % at 10 µM; 340,000 tested, 0.063% active; AID 488965; in the data active means inhibition above about 30%, passing the limit was not always enough;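 further: 0% = vehicle neutral wells and 100% = reference inhibitor wells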
Numbers without * were called inactive; . = no result given. Random draw from the library. About 2.1% of those tested had a hit in this group.

Results follow in this order: Cardiac RTF inh | PvdQ inh | PKA-R2B activ | SR-BI HDL uptake | SR-BI uptake up | DAGLB inhibitor | NSD2 inh | C-LANA FP | Keap1-Nrf2 PPI | Arrestin-AP2 inh
COCCCNC(=O)C1C2C=CC3(CN(Cc4ccc(C)cc4)C(=O)C13)O2 (configuration not stated)
 : 2 | -5 | -10 | 8 | -8 | 1 | 0 | -0.4 | -7 | 0
COc1ccc(C(C(=O)NC2CCCC2)N(C(=O)c2snc(-c3ccc(F)cc3)c2N)c2ccccc2)cc1 (configuration not stated)
 : -11 | -13 | 5 | 11 | -11 | -1 | -1 | -1.5 | 1 | 29
O=S(=O)(Nc1c(O)ccc2ccccc12)c1ccccc1
 : -3 | 0 | 4 | -9 | 9 | 2 | 19 | 1.6 | 2 | 13
COc1ccc(NC(=O)Nc2ccc3c(c2)C(=O)N([C@H](C)CO)C[C@H](C)[C@@H](CN(C)S(=O)(=O)c2ccc(OC)cc2)O3)cc1
 : -4 | 16 | -19 | 25 | -25 | -2 | . | 2.3 | -1 | 37
Cc1ccc(NC(=O)CSCC(=O)NC2=NCCS2)cc1
 : -11 | -8 | -4 | 1 | -1 | 0 | -2 | -1.2 | -3 | 26
CCCCCN(C(=O)CCC(=O)OCC(=O)N(C)C1CCCCC1)c1c(N)n(CCCC)c(=O)[nH]c1=O
 : 4 | -11 | 9 | -17 | 17 | 4 | 2 | . | . | 4
COC(=O)c1ccc2c(=O)n3c(nc2c1)SCC(c1ccccc1)=N3
 : -4 | -10 | 11 | 20 | -24 | 2 | . | -0.3 | 3 | 2
CC(=O)c1c(C)[nH]c(C(=O)CN2CCN(S(=O)(=O)c3ccccc3F)CC2)c1C
 : -8 | -3 | 2 | 3 | -3 | 1 | 0 | 0.5 | -7 | 15
O=C(NCc1ccccc1OC(F)(F)F)C1CCC(=O)N(Cc2cccc(F)c2)C1 (configuration not stated)
 : 8 | -14 | -3 | -8 | 8 | 2 | -2 | 0.4 | -2 | -14
CCCN(C(=O)CSc1ncnc2sccc12)c1c(N)n(Cc2ccccc2)c(=O)[nH]c1=O
 : -11 | -18 | -1 | 6 | -6 | 2 | -2 | 0.1 | -8 | -47
O=S(=O)(c1ccccc1)N1CCN(C(=S)NCCCN2CCOCC2)CC1
 : -17 | 17 | -7 | -26 | 26 | -1 | 2 | 0.5 | -4 | 8
CCN1C(=O)N(C(C)=O)C2C1N(C(C)=O)C(=O)N2C(C)=O (configuration not stated)
 : -1 | -17 | -8 | -23 | 23 | 1 | 1 | -2.4 | -2 | -3
Cc1ccc(CNC(=O)CN2CCC(C(N)=O)CC2)cc1
 : -1 | -17 | -7 | -41 | 41 | -2 | 0 | 0.6 | -3 | -3
Cn1cnc([N+](=O)[O-])c1Sc1ncccc1N
 : -2 | -22 | 6 | -17 | 17 | -1 | 7 | -0.2 | -5 | 6
CCCC(=O)c1ccc(N2CCN(S(=O)(=O)c3ccc(C)cc3)CC2)c(F)c1
 : 12 | 6 | -1 | 16 | -16 | -1 | 0 | 1.5 | 1 | 11
Cc1cc(=O)oc2cc(OC(C)C(=O)NCCCn3ccnc3)ccc12 (configuration not stated)
 : -7 | 4 | 6 | -6 | 6 | -6 | -1 | 0.5 | -2 | 22
C/C(=N\NC(=O)c1cccc(S(=O)(=O)N2CCCC2)c1)c1cccs1
 : 8 | 4 | 4 | -4 | 4 | -3 | 3 | -1.1 | 1 | 7
CCN(C(=O)COc1cc(OC)ccc1C(C)=O)C1CCS(=O)(=O)C1 (configuration not stated)
 : 0 | -24 | 6 | -6 | 6 | 1 | 0 | -1.7 | -4 | 1
Cc1ccc(-c2nc(=S)c3c(n2Cc2ccco2)CCCC3)cc1
 : -5 | -14 | -6 | -10 | 10 | -19 | 0 | -1.8 | -24 | 1
COc1ccccc1C(=O)c1ccccc1C(=O)c1ccccc1
 : 4 | -14 | -7 | 6 | -6 | -1 | 1 | 0.3 | -5 | -15

Compound profiles, as listed above.
CCN(C(=O)COc1cc(OC)ccc1C(C)=O)C1CCS(=O)(=O)C1 (configuration not stated) is listed as Cardiac RTF inh = 0; PvdQ inh = -24; PKA-R2B activ = 6; SR-BI HDL uptake = -6; SR-BI uptake up = 6; DAGLB inhibitor = 1; NSD2 inh = 0; C-LANA FP = -1.7; Keap1-Nrf2 PPI = -4; Arrestin-AP2 inh = 1
CCCC(=O)c1ccc(N2CCN(S(=O)(=O)c3ccc(C)cc3)CC2)c(F)c1 is listed as Cardiac RTF inh = 12; PvdQ inh = 6; PKA-R2B activ = -1; SR-BI HDL uptake = 16; SR-BI uptake up = -16; DAGLB inhibitor = -1; NSD2 inh = 0; C-LANA FP = 1.5; Keap1-Nrf2 PPI = 1; Arrestin-AP2 inh = 11

More compounds follow.
Results follow in this order: Cardiac RTF inh | PvdQ inh | PKA-R2B activ | SR-BI HDL uptake | SR-BI uptake up | DAGLB inhibitor | NSD2 inh | C-LANA FP | Keap1-Nrf2 PPI | Arrestin-AP2 inh
CCOC(=O)c1sc2nc(C)nc(Nc3ccc(OC)c(OC)c3)c2c1C
 : . | -12 | . | 58 | -58 | . | -1 | -0.3 | -2 | -10
CC(C)CN(CC(C)C)S(=O)(=O)N1CCC(C(=O)NCCc2ccc(Cl)cc2)CC1
 : -1 | -8 | 1 | 67 | -67 | -3 | 7 | 0.4 | 2 | 0
COc1ccc(/C=N/NC(N)=S)cc1OC(=O)c1ccccc1
 : 3 | -3 | -6 | 17 | -17 | 1 | 4 | 0.7 | -1 | 17
CC(C)(C)NC(=O)C(=O)NNC(=O)c1cccc(F)c1
 : -16 | -6 | 5 | 2 | -2 | -3 | 1 | 0.9 | -4 | -7
Cc1cc(Oc2ccc(Cl)cc2)nc(-c2ccccn2)n1
 : -3 | -18 | -2 | -3 | 3 | 2 | -2 | -1.1 | -5 | -7
CCCCc1nnc(NC(=O)c2oc3ccc(OC)cc3c2C)s1
 : 0 | -10 | -6 | 16 | -16 | 1 | -3 | 0.1 | -2 | 26
O=C(Cn1cc(S(=O)(=O)N2CCCC2)c(S(=O)(=O)N2CCCC2)c1)NCc1ccco1
 : -11 | -5 | -4 | -13 | 13 | -2 | 1 | -0.5 | 2 | 25
CCN(Cc1ccccc1)C(=O)c1ccc2c(=O)n3c(nc2c1)CCC3
 : 13 | -21 | 6 | -2 | 2 | 1 | 15 | -0.4 | -2 | 15
CC(=O)Oc1ccc(-c2csc(Nc3cccc(C)n3)n2)cc1
 : -3 | -8 | 2 | 33 | -33 | -1 | 0 | -1.1 | -2 | -13
O=C(CN(c1ccccc1)S(=O)(=O)c1ccccc1)N1CCN(Cc2ccc3c(c2)OCO3)CC1
 : 7 | 10 | -15 | 21 | -21 | -3 | -3 | 2.9 | -2 | 6
Cc1cccc(C(=O)NCCC(=O)NCc2ccccc2Cl)c1
 : -3 | -5 | -2 | -5 | 5 | -2 | 0 | 1.6 | 3 | -12
COc1ccc(S(=O)(=O)NCc2cccnc2)cc1NC(=O)c1ccccc1
 : -4 | -11 | 3 | . | . | -1 | 0 | 1.3 | -1 | 1
Cc1cc(NCCCn2ccnc2)n2nc(C)c(-c3ccccc3)c2n1
 : -5 | -15 | -4 | 4 | -4 | -2 | 1 | -1.3 | -2 | -1
CCCc1nc(SCC(=O)Nc2ccccc2)c2c(=O)n(C)c(=O)n(C)c2n1
 : -10 | -11 | 2 | -8 | 8 | 1 | . | -1.4 | 6 | -9
CC(=O)COC(=O)c1cc(-c2ccc(C)cc2)nc2ccccc12
 : 7 | 12 | -7 | 22 | -22 | -4 | -4 | -1.2 | -6 | 3
CC(C)(C)C(=O)Nc1ccc(NC(=O)C(C)(C)C)cc1
 : -6 | -10 | -1 | -9 | 9 | -1 | 3 | 2.0 | 6 | -12
CN(Cc1nc(-c2ccncc2)no1)S(=O)(=O)c1ccccc1
 : -14 | 1 | -2 | 17 | -17 | -5 | 0 | 0.3 | 1 | 30
NC(=O)COC(=O)c1cc(Cl)cc(Cl)c1N
 : 2 | -3 | 4 | -31 | 31 | 1 | -3 | -0.1 | 1 | 7
O=C(c1cc(Sc2ccc(Cl)cc2)nc2ccccc12)N1CCN(c2ccccn2)CC1
 : -3 | -12 | -11 | 33 | -33 | -5 | -3 | 1.1 | 1 | -21
CCOc1ccc(NC(=O)COC(=O)Cn2cnc3ccccc32)cc1
 : -3 | -9 | 2 | -18 | 18 | -2 | 1 | 0.0 | 2 | -2
Cc1c(NC(=O)COC(=O)c2c3c(nc4ccccc24)CCCC3)c(=O)n(-c2ccccc2)n1C
 : 5 | -16 | -4 | -4 | 4 | 0 | -1 | -1.7 | -3 | -2
CSc1nc(-c2cccs2)c(C#N)c(=O)[nH]1
 : -6 | -6 | -4 | -14 | 14 | 7 | 0 | -0.5 | -10 | -1
Cn1cnnc1SCC(=O)Nc1nc(-c2ccc(F)cc2)cs1
 : -1 | -13 | -1 | -9 | 9 | -1 | . | -1.2 | 0 | -1
Cc1ccc2cc(CN(CC3CCCO3)C(=O)c3cccs3)c(=O)[nH]c2c1 (configuration not stated)
 : -14 | -18 | 1 | -14 | 14 | 1 | -1 | -0.8 | 2 | -8
O=C(NCc1ccccc1Cl)C(=O)NCC1OCCCN1S(=O)(=O)c1cccs1 (configuration not stated)
 : 5 | 0 | 1 | -12 | 12 | 0 | -1 | -1.7 | -1 | 49
COc1ccc(/C=C/C(=O)NC(C)C)cc1Br
 : -14 | -7 | -9 | 5 | -5 | 1 | 1 | -1.2 | -2 | 6
COc1cccc(/C=C/C(=O)NNC(=O)c2cc(C)oc2C)c1
 : 3 | -5 | 8 | -1 | 1 | -4 | -2 | 0.9 | -1 | -12
O=S(=O)(NC1CCCCC1Oc1ccccc1)c1ccccc1 (configuration not stated)
 : -10 | -10 | -6 | -12 | 12 | -7 | -1 | 1.6 | -6 | 1
Cc1c(-c2ccccc2)c(=O)oc2ccc(O)cc12
 : 0 | 5 | -12 | -12 | 12 | 1 | 2 | 0.6 | -4 | 12
COc1ccc2cc(C(=O)C3CCCN(C(=O)c4cccnc4)C3)ccc2c1 (configuration not stated)
 : 6 | 3 | -16 | -8 | 8 | -2 | -1 | 0.1 | 0 | 21
O=C1N(Nc2ccccc2)C(c2ccc(Br)cc2)C12CCCCC2 (configuration not stated)
 : 1 | -8 | 9 | 23 | -23 | -2 | 0 | -0.2 | -5 | -8
O=C(COc1cccc(Br)c1)N/N=C1\CCCc2ccccc21
 : -17 | -9 | 12 | 5 | -5 | -1 | 0 | 2.4 | -6 | -5
COc1ccc(-c2cc(C(=O)OCC(=O)NC3CC3)c3ccccc3n2)cc1
 : -5 | -12 | -5 | 34 | -34 | -3 | -2 | 2.6 | 4 | 4
COCC(=O)N(C)[C@H]1C[C@H]2c3cc(N4CCN(C)CC4)ccc3CCN2C(=O)[C@H]1[C@H](C)O
 : -2 | -3 | -16 | -11 | 11 | -1 | . | -0.4 | -2 | 30
CC1S/C(=N/N=C/c2ccco2)NC1=O (configuration not stated)
 : -7 | 10 | -13 | -28 | 28 | -3 | -1 | 1.3 | -6 | 11
